RECQ1 helicase – qHTS Assay for Inhibitors of RecQ-Like Dna Helicase 1 (RECQ1); Potency, µM (highest dose often 57.3 µM), inactives show at the highest dose activity, negative = inhibition, actives largely listed as inhibitors; 240,000 compounds, 0.54% hits; RECQ1 DNA unwinding, red fluorescence kinetic read;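 note: plate controls were vehicle for no effect and no enzyme for full effect; nearly all actives have a fitted effect of over 30% in size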
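RECQ1T1 50 nM; forked duplex (20 bp + 30-nt ss tails) 200 nM, ATP 2 mM final; pH 8.0, 2 mM MgCl2, 2.5 ug/ml poly(dI-dC); 15 min compound preincubation; discontinuous kinetic read over 2 h at RT.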
RGS12 GoLoco inh – qHTS Assay for Inhibitors of RGS12 GoLoco Motif Activity (Red Fluorophore); Guanine nucleotide-binding protein G(i) subunit alpha-1 (Homo sapiens), P63096; Gai1:RGS12 GoLoco peptide FP, rhodamine, 10 min; Potency, µM (series often up to 61.6 µM), for the others: top-dose activity, negative = inhibition, hits mostly inhibitors; 230,000 compounds, 0.44% hits; AID 880, 2007; active = well fitted inhibition curve with a large enough effect, not every such curve was filed as active; inactive = no such curve, though single readings can be large or run the other way; note: nearly all actives have a fitted effect of over 30% in size; many of its hits are not listed in these tables
TexasRed fluor – Total Fluorescence Counterscreen for Inhibitors of the Interaction of Thyroid Hormone Receptor and Steroid Receptor Coregulator 2. TRb/SRC2 Texas Red total fluorescence interference. Potency, µM (doses to about 106 µM), inactives show at the top dose fluorescence change, negative = quenching. 280,000 compounds, 0.29% hits. AID 1479, 2009; active = well fitted curve in either direction with a large enough effect; inconclusive = small, poorly fitted or top-dose-only effect
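Flags fluorescent or light-absorbing compounds by total fluorescence, S + 2P, at 555 nm excitation and 632 nm emission. Mixture: 20 nM Texas Red SRC2 peptide, 0.6 uM human TRb LBD, 1 uM T3, 5% DMSO; compound exposure 5 h at ambient temperature.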
GAA spleen mod – qHTS Assay for Inhibitors and Activators of Human alpha-Glucosidase From Spleen Homogenate; 240,000 compounds, 0.006% hits; human spleen homogenate, 4-MU-alpha-glucoside fluorescence; Potency, µM (highest dose often 79.9 µM), without a hit: at the highest dose activity change, negative = inhibition, actives largely listed as inhibitors; Lysosomal alpha-glucosidase (Homo sapiens), P10253; AID 2112, 2009;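 note: 0% = enzyme with vehicle and -100% = no enzyme basal signal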
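Human spleen homogenate (1 ug) incubated with compounds and 1 mM 4-methylumbelliferyl-alpha-D-glucopyranoside in pH 5.0 citrate/phosphate buffer, 37 C, 40 min. Stopped at pH 10; 4-MU fluorescence (Ex 365/Em 440 nm); AC50 by Hill fit.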
L3MBTL1 inh – qHTS Assay for the Inhibitors of L3MBTL1; Lethal(3)malignant brain tumor-like protein 1 (Homo sapiens), Q9Y468; AlphaScreen L3MBTL1–H3K9me1 peptide binding; Potency, µM (top dose mostly 57.1 µM), inactives show top-dose activity, negative = inhibition, most hits filed as inhibitors; 230,000 compounds, 0.66% hits; AID 485360, 2010; note: nearly all actives have a fitted effect of over 60% in size
Target sequence (Q9Y468 whole entry, looked up): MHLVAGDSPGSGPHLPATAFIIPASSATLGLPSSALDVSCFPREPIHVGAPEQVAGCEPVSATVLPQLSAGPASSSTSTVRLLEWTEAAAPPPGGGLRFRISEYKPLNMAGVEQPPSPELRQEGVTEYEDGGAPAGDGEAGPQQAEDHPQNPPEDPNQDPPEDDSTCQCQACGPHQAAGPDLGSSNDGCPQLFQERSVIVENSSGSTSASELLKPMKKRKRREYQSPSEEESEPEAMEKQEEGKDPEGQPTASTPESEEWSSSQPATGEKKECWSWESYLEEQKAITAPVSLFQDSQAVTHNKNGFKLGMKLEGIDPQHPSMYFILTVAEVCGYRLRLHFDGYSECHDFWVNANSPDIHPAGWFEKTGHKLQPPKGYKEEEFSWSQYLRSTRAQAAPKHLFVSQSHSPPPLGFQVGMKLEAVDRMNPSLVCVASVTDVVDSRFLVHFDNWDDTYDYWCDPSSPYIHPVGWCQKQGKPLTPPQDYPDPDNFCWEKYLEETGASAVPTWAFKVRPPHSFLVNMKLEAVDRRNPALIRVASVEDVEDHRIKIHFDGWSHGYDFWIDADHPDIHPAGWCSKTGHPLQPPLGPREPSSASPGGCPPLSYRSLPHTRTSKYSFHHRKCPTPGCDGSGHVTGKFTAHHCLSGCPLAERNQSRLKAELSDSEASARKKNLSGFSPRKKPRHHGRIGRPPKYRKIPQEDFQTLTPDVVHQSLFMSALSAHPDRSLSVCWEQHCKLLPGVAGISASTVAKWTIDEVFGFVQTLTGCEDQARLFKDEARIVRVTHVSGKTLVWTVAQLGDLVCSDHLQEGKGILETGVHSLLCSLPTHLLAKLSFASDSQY
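First, the protein-peptide complex forms for 30 min at room temperature (L3MBTL1 50 nM, biotinylated H3K9me1 peptide 75 nM). Next, compounds are pin-transferred and incubated 30 min. Finally, AlphaScreen beads are added and read after 30 min.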
GAA glycogen mod – qHTS Assay for Inhibitors and Activators of Human alpha-Glucosidase Cleavage of Glycogen. Lysosomal alpha-glucosidase (Homo sapiens), P10253. recombinant GAA, glycogen substrate, Amplex Red glucose oxidase fluorescence. Potency, µM (highest dose often 76.4 µM), without a hit: at the highest dose activity change, negative = inhibition, usual class: inhibitors. 300,000 compounds, 0.38% hits. AID 2100, 2009;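 note: 0% = full enzyme reaction and -100% = no-enzyme basal signal; the screen sought inhibitors and activators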
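qHTS, 1536-well; enzyme 4 nM final; cpd up to 77 uM; substrate bovine liver glycogen 30 ug; 50 mM citrate/phosphate pH 5.0, 0.01% Tween-20; 37 C, 40 min; Amplex Red detection 45 min RT; Hill fit → AC50.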
TRb SRC2 PPI – qHTS for Inhibitors of the Interaction of Thyroid Hormone Receptor and Steroid Receptor Coregulator 2; Potency, µM (series often up to 106 µM), for inactives: at the top dose activity change, negative = inhibition, actives largely listed as inhibitors; TRbeta-SRC2 peptide binding, fluorescence polarization; receptor liganded with 1 µM T3; Thyroid hormone receptor beta (Homo sapiens), P10828; 280,000 compounds, 0.065% hits; AID 1469, 2008;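 note: plate controls were bound peptide for no effect and peptide without receptor for full effect; nearly all actives have a fitted effect of over 50% in size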
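Quantitative HTS by FP: 0.6 uM TRb LBD, 20 nM labeled SRC2 20-mer, 1 uM T3, 5% DMSO; 5 hr ambient incubation; % activity per concentration and potencies from concentration series.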
GAA inh – qHTS Assay for Inhibitors of Human alpha-Glucosidase as a Potential Chaperone Treatment of Pompe Disease; 200,000 compounds, 0.005% hits; Potency, µM (top dose mostly 76.9 µM), for the others: at the top dose activity change, negative = inhibition, actives largely listed as inhibitors; Lysosomal alpha-glucosidase (Homo sapiens), P10253; AID 1466, 2008; purified human GAA, 4-MU-alpha-glucoside fluorescence;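 note: plate controls were uninhibited enzyme wells for no effect and no-enzyme background for full effect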
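Read-out is 4-methylumbelliferone fluorescence (Ex 365/Em 440 nm) after NaOH/glycine stop at pH 10. Enzyme 4 nM, substrate 400 uM, pH 5.0 citrate buffer, 20 min room temperature; AC50 from Hill-equation concentration-response.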
An asterisk follows results filed as active; i = inactive; ? = inconclusive; . = not tested or not shown; [ ] = dose if it differs, or a comment. Unless noted, calls come from the whole dose curve; as a rule, active = well fitted curve in the direction sought with a large enough effect; inconclusive = small, poorly fitted or top-dose-only effect, or another doubt; inactive = no such curve, though single readings can be large; an effect the other way counts as inactive or inconclusive. Unless noted, % is set by controls: 0 for no effect and ±100 for the full control effect; potency is the fitted concentration of half-maximal effect. The list is partial; rates above refer to the full screens.

Structure | RECQ1 helicase | RGS12 GoLoco inh | TexasRed fluor | GAA spleen mod | L3MBTL1 inh | GAA glycogen mod | TRb SRC2 PPI | GAA inh
CCOc1cc(/C=C\[N+](=O)[O-])ccc1OCC(=O)Nc1ccccc1C | -18% | -6% | 3% | 9% | 0% | 2% | 2% | -2%
O=C(CN1CC(c2ccccc2)CC1=O)OCc1cccc(Br)c1 (centres undefined) | 0% | -6% | 3% | -2% | . | -5% | 6% | -6%
NNC(=O)c1sccc1OCc1cccc(C(F)(F)F)c1 | -32% | 3% | 2% | -2% | ? | ? | -2% | 8%
CNC(=O)c1cc(NC(=O)CCn2nc(-c3ccccc3)c3ccccc3c2=O)ccc1OC | 8% | -12% | -3% | 8% | 4% | -8% | -5% | -1%
O=[n+]1cc(-c2cccc3ccccc23)n([O-])c2c1CCC2 | -3% | -2% | -5% | -2% | . | 3% | -6% | 1%
CCOc1ccc(C(C(=O)Nc2ccc(F)cc2)N(C(=O)Cn2nnc3ccccc32)C2CC2)cc1 (centres undefined) | -7% | 3% | -3% | -1% | -7% | 7% | 0% | -5%
Cn1nc(C(=O)NC2CCCc3ccccc32)ccc1=O (centres undefined) | 0% | 12% | -1% | . | 8% | -1% | -6% | -10%
CC1(c2cc([N+](=O)[O-])cc([N+](=O)[O-])c2)CC(C)(C)N(C(=O)c2ccccc2)c2ccccc21 (centres undefined) | -3% | 8% | -1% | -11% | -12% | -2% | -16% | 4%
CC(=O)c1nn(-c2cccc(Br)c2)cc1C(=O)c1ccc(C)cc1 | -9% | 6% | -5% | -1% | . | 8% | -3% | -4%
C=CCNC(=O)CN(c1ccc(OC)cc1OC)S(C)(=O)=O | 3% | 3% | -6% | -7% | . | 4% | 3% | ?

Already shown: two of the compounds above.
Structure | RECQ1 helicase | RGS12 GoLoco inh | TexasRed fluor | GAA spleen mod | L3MBTL1 inh | GAA glycogen mod | TRb SRC2 PPI | GAA inh
CCOc1cc(/C=C\[N+](=O)[O-])ccc1OCC(=O)Nc1ccccc1C | -18% | -6% | 3% | 9% | 0% | 2% | 2% | -2%
O=C(CN1CC(c2ccccc2)CC1=O)OCc1cccc(Br)c1 (centres undefined) | 0% | -6% | 3% | -2% | . | -5% | 6% | -6%

The results go on.
Structure | RECQ1 helicase | RGS12 GoLoco inh | TexasRed fluor | GAA spleen mod | L3MBTL1 inh | GAA glycogen mod | TRb SRC2 PPI | GAA inh
COc1cc2cc(C(=O)N3CCN(Cc4ccc5c(c4)OCO5)CC3)c(=O)oc2cc1OC | i | 5% | -2% | 27% | 5% | 3% | 3% | .
CC(C)NC(=O)CSc1nc2ccccc2n1CC(=O)N1CCc2ccccc21 | i | 7% | -1% | -1% | 1% | 8% | -6% | 1%
COC(=O)[C@@]1(Cc2ccc(OC)cc2)[C@H]2c3cc(C(=O)N4CCCC4)n(CCN4CCNC4=O)c3C[C@H]2CN1C(=O)c1ccccc1 | -2% | 65%[activator] | -1% | -1% | -8% | 4% | 8% | 1%
COCCn1c(N)c(C(=O)NS(=O)(=O)c2ccc(C)cc2)c(=O)[nH]c1=O | -1% | -9% | 1% | -10% | -20% | 5% | 7% | -1%
CC1CCN(c2oc(-c3ccccc3Cl)nc2C#N)CC1 | -10% | . | -3% | 5% | ? | 1% | -11% | 0%
COc1ccc(N=N/C(=C\O)C(=O)c2ccco2)cc1 | -2% | 8% | -5% | 1% | -4% | -10% | -6% | -8%
CN(C)c1ccc(C(=O)OCC(=O)Nc2ccc(N3CCOCC3)cc2)cc1 | -4% | -8% | 0% | -2% | 0% | 18% | 4% | -10%
CN(/N=C/C=C/c1ccccc1)C1=NS(=O)(=O)c2ccccc21 | -3% | -7% | -13% | -9% | 2% | -5% | 4% | -8%
COc1ccc(CCNC(=O)COc2ccc(-c3ccccc3)cc2)cc1OC | 1% | -17% | 1% | -4% | -11% | 10% | 9% | -1%
CCC(CC)c1nn2c(N)c(/C=C3\C=Nc4ccccc43)c(=O)nc2s1 | i | 2% | 2% | 1% | 9% | 7% | -1% | -9%

The list goes on.
Structure | RECQ1 helicase | RGS12 GoLoco inh | TexasRed fluor | GAA spleen mod | L3MBTL1 inh | GAA glycogen mod | TRb SRC2 PPI | GAA inh
O=C(Nc1ccc(Nc2ccccc2)cc1)C(Cl)Cl | 0% | 18% | -1%[53 µM] | -1% | -2% | -21% | 1%[53 µM] | -5%
COc1ccc(C(=O)c2ccc(OC)cc2O)c(O)c1 | i | . | 1% | 1% | 0% | -13% | -2% | -1%
CCC(=O)Nc1nc2ccc(S(C)(=O)=O)cc2s1 | -2% | -11% | -6% | -16% | 4% | 2% | -8% | 0%
Cn1c(Sc2ccc(C(F)(F)F)cc2[N+](=O)[O-])nnc1-c1ccccc1 | i | 0% | 0% | -12% | -3% | 2% | 4% | -4%
Nc1ccnc(Oc2ccc(F)cc2)c1 | i | 10% | 2% | -2% | 6% | -3% | -1% | 2%
N#Cc1ccccc1NC1=CC(=O)CCC1 | i | 3% | 0% | -1% | 1% | 8% | -14% | -10%
COc1ccc(N2C(=O)C3C4C=CC(c5ccccc5)(C3C2=O)C2C(=O)N(c3ccc(OC)cc3)C(=O)C42)cc1 (centres undefined) | i | -3% | -1% | 4% | 2% | 0% | -4% | 6%
CCOC(=O)CSc1nc2c([nH]c3ccccc32)c(=O)n1C | i | 9% | 3% | -21% | . | -1% | -17% | -5%
CCCCC(=O)NS(=O)(=O)c1ccc(N=NN(CC)CC)cc1 | -8% | 0% | -1% | 2% | 3% | -8% | 2% | 1%
CC1=NN(C(=O)Cc2ccc(C)cc2)C(O)(c2cccnc2)C1 (centres undefined) | -6% | 9% | -1% | -3% | . | 0% | -13% | -2%

Next entries.
Structure | RECQ1 helicase | RGS12 GoLoco inh | TexasRed fluor | GAA spleen mod | L3MBTL1 inh | GAA glycogen mod | TRb SRC2 PPI | GAA inh
CC(C)OC(=O)C1C(=O)CC(C)(O)C(C(=O)OC(C)C)C1c1ccccc1 (centres undefined) | -4% | 7% | -1% | . | 19% | 7% | -3% | 3%
CCC(=O)Nc1ccc2c(c1)C(=O)N(C1CCCCC1)C2=O | 1% | 1% | 3% | -11% | -5% | 2% | 10% | 1%
CCc1cc(=O)oc2cc(C)c(CN3CCCCC3)c(O)c12 | 10µM* | 25% | -15% | -9% | 13µM* | 14% | 0% | -6%
COc1ccc(-c2ccc([C@H]3[C@H]4C=CC[C@@H](C)[C@@H]4C(=O)N3Cc3ccccc3)c(F)c2)cc1C | i | 10% | -1% | 1% | . | -4% | -1% | .
CCOc1ccc2nc(SCC(=O)NC3CCS(=O)(=O)C3)[nH]c2c1 (centres undefined) | -6% | 4% | -3% | 7% | -4% | 0% | -2% | 1%
CN(C)c1ccc(C2C3C(=O)N(c4ccc(C(=O)O)cc4)C(=O)C3ON2c2ccccc2)cc1 (centres undefined) | -3% | -20% | 0% | -2% | -2% | -7% | 5% | 1%
O=c1c2c(n3cnnc3n1-c1ccccc1)-c1ccccc1CC21CCCC1 | 8% | 8% | -2% | -19% | 0% | 0% | -13% | -8%
c1ccc(NCn2cncn2)nc1 | -2% | 1% | -1% | 0% | . | 0% | -5% | 6%
CS(=O)(=O)NN1C(=O)c2ccccc2NC1c1ccccc1 (centres undefined) | -1% | 1% | -1% | 2% | . | 3% | 4% | 10%
CCC(C)NS(=O)(=O)c1ccc(OCC(=O)NCc2cccnc2)cc1 (centres undefined) | i | -2% | 2% | -5% | . | 3% | -16% | -7%

Continued.
Structure | RECQ1 helicase | RGS12 GoLoco inh | TexasRed fluor | GAA spleen mod | L3MBTL1 inh | GAA glycogen mod | TRb SRC2 PPI | GAA inh
CCCC[C@@H]1C[C@H]1C(NC(=O)c1ccccc1)c1ccc(C(=O)OC)cc1 (some centres undefined) | -10% | 2% | -4% | 6% | . | . | -1% | .
CS(=O)(=O)NC(=O)CCC/C=C\C[C@H]1C(=O)C[C@@H](O)[C@@H]1/C=C/[C@@H](O)COc1ccccc1 | -4% | . | ? | 5% | . | . | -16% | .
CC(C)(O)C#Cc1ccc(C(=O)N2CCN(c3ccc(Cl)cc3)CC2)cc1 | -6% | -2% | -2% | 2% | . | -3% | -7% | -3%
OC1(c2ccc3c(c2)OCO3)CCN(Cc2ccccn2)CC1 | i | -1% | 0% | -3% | . | 11% | -16% | -3%
CCOC(=O)C1CCN(S(=O)(=O)c2ccc(-c3ccccn3)s2)CC1 | -5% | -5% | -4% | -1% | 7% | -3% | -6% | -11%
CN=C1NN=C(c2cc(C)n(-c3ccc(Cl)cc3)c2C)CS1 | 2% | 19% | 1% | 12% | 0% | -2% | -6% | 6%
Cc1cnc(CN(C)C(=O)c2cc(COc3c(F)cccc3F)on2)[nH]1 | -2% | 4% | -5% | -9% | -12% | 4% | 0% | 0%
Cc1ccc(C(=O)Nc2ccccc2NC(=O)c2ccc(C)o2)o1 | -4% | -7% | 1% | 2% | -2% | -6% | 8% | -1%
COc1cccc(CN2C(=O)CN(C3CCCCC3)C(=O)C2c2ccc(F)cc2)c1 (centres undefined) | i | . | 2% | -3% | 2% | 4% | -5% | 9%
NS(=O)(=O)c1ccc(CCNC(=O)NC2CCCCC2)cc1 | -3% | 3% | 0% | 2% | 0% | 3% | -5% | .
Nc1nonc1C(=O)N/N=C/c1cc(Br)ccc1O | 14% | 7% | -14% | -11% | 1.4µM* | 7% | 19% | 2%
Cc1nc2ccccc2n1CCC(=O)O | -5% | 11% | -1% | -2% | . | -8% | -4% | -6%
